# IDE cell activ = boosts human insulin-degrading enzyme activity in HEK cells; 340,000 tested, 0.073% active; activation, % at 5.96 µM; P14735; FAbeta-B cleavage, fluorescence polarization; 0% vehicle, 100% cell-free pure enzyme wells;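 active = activation above the mean of all tested compounds plus 3 SD, set per screening campaign, cut at about 17% in these data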
# Target sequence (P14735 whole entry, looked up): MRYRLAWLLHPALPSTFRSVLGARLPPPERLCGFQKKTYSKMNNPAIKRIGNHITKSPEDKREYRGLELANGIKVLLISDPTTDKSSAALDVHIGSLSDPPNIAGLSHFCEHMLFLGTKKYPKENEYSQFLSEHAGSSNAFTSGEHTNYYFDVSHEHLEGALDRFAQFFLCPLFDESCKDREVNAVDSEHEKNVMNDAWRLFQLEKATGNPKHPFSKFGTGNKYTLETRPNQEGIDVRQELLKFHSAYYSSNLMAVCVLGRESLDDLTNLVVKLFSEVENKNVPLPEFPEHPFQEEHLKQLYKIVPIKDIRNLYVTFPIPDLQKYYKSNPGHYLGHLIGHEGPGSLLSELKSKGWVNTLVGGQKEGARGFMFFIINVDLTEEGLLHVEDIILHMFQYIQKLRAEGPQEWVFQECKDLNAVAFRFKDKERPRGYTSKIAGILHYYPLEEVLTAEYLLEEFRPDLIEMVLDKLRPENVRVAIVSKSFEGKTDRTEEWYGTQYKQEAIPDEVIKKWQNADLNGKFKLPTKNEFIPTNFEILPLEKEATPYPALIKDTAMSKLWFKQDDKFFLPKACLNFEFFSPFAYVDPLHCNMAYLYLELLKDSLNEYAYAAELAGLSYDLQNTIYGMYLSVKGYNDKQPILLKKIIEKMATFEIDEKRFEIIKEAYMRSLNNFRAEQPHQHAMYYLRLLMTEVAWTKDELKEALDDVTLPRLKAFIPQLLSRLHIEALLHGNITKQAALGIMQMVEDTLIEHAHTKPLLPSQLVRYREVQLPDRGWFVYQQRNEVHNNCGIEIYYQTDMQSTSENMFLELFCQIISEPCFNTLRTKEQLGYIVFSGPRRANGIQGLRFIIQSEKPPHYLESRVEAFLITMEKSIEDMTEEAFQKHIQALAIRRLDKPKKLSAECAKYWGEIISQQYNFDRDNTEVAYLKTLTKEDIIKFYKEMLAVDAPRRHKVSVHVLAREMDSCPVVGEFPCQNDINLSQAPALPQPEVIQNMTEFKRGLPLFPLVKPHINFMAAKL
# IDE inh = inhibits human insulin-degrading enzyme in HEK cells | inhibition, % at 5.59 µM | AID 434962 | FAbetaB cleavage, fluorescence polarization | 320,000 tested, 0.41% active;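 active = percent inhibition above the average of all tested compounds plus 3 SD, set per screening campaign, cut at about 16% in these data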;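 note: IDE supplied by intact live HEK cells; FP after avidin binding of uncleaved biotin substrate so inhibition keeps polarization high; 0% = DMSO wells and 100% = 60 µM reference IDE inhibitor Ii1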
# MEKK3 PB1 HTS = MEKK3-MEK5 PB1 interaction, increase or decrease; bead-based flow cytometry, Alexa488-MEK5 binding to MEKK3; actives lie on both sides; 0 = blocked by unlabeled MEK5, 100 = vehicle; binding response (% of control), % at 10 µM; 290,000 tested, 1.4% active; AID 1529;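 active = binding response more than 3 SD above or below the average of its plate-row segment, actives on both sides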;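 note: Alexa488 bead fluorescence after subtracting the streptavidin-only scavenger bead signal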
# PHOSPHO1 block = blocks human PHOSPHO1 phosphatase activity. Q8TCT1. recombinant PHOSPHO1, absorbance phosphatase assay. inhibition, % at 13.3 µM. 290,000 tested, 1.1% active; in the data active = inhibition above about 60%
# CHRM4 PAM = potentiates acetylcholine response at human M4 receptor. P08173. CHO-K1 hM4/Gqi5, Fluo-8 calcium fluorescence, ACh EC20; 0% = ACh EC20, 100% = maximal ACh. activation, % at 3 µM. 360,000 tested, 0.4% active;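 active = activation above its plate's cutoff, the mean activation of sample wells plus 3 SD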; note: some results filed as inactive read as strong as hits
# pCIP destab = lowers stability of the mouse p/CIP coactivator protein. F442A p/CIP-EGFP cells, EGFP fluorescence, 16 h. decrease of EGFP signal, % at 10 µM. 290,000 tested, 0.01% active;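 active = EGFP signal decrease of at least 30% at 10 µM or well 3 SD below plate mean, unless failing retest; inactive = the rest, including hits failing retest or dose response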; note: some compounds called inactive have numbers as strong as hits; many of its hits are not listed in these tables
# GalR3 antag = blocks the human galanin receptor 3; O60755; HEK293 GalR3-CNG cAMP membrane potential fluorescence; galR3 body fused to GalR1 C-terminus; inhibition, % at 3 µM; 360,000 tested, 0.44% active; AID 651719;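 active = inhibition above the screen-wide average plus 3 SD, cut at about 13% in these data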;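 note: forskolin and galanin both at EC90 stimulate the cells; cAMP rise reported by CNG channel membrane potential dye signal; 0% = forskolin plus galanin with DMSO and 100% = forskolin alone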
# CRFBP-R2 block = CRF-BP/CRF-R2 complex antagonism; HEK293 CRF-R2/CRF-BP, CRF-induced calcium fluorescence; inhibition, % at 11.8 µM; 350,000 tested, 0.59% active; AID 588475;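 active = inhibition of the ligand-induced calcium signal above about 50% at the single tested concentration, limit read from the data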
# CRFR2-BP ag = CRF-BP/CRF-R2 complex agonism; HEK293 CRF-R2/CRF-BP, calcium dye fluorescence (FLIPR); percent of saturating CRF peptide response; activation, % at 13.2 µM; 350,000 tested, 0.46% active; AID 588473;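 active = activation of at least 50%, plus an integration ratio under a set limit after plate pattern correction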;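 note: plate controls were neutral control wells without compound for no effect and CRF at EC100 for full effect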
# Numbers without * were called inactive; . = no result given; [ ] = remark or other dose.
SMILES,IDE cell activ,IDE inh,MEKK3 PB1 HTS,PHOSPHO1 block,CHRM4 PAM,pCIP destab,GalR3 antag,CRFBP-R2 block,CRFR2-BP ag
Cc1sc2nc(CN(Cc3ccccc3)C(=O)NC3CCCCC3)[nH]c(=O)c2c1C,7,0,95,.,-3,.,-3,37,-1.9
COC(=O)CCCC1=CC2=C(c3ccccc3)C(=O)C(C)(OC(=O)C3CCCC3)C(=O)C2=CN1CCc1ccccn1 (configuration not stated),3,-7,105,26,-5,2,1,57*,1.6
CCCCOc1cccc(C(=O)Nc2ccc(NC(=O)c3ccco3)cc2)c1,-1,0,102,2,-7,-5,-6,1,0.4
Cc1ccc2[nH]c3c(c2c1)CN(C(=O)CN1CCN(C(=O)c2ccco2)CC1)CC3,.,-2,105,1,.,-11,-2,.,.
CCOC(=O)/C=C/C(=O)Nc1ccc(S(=O)(=O)Nc2cc(OC)nc(OC)n2)cc1,.,.,.,.,-1,.,-5,2,-2.0
CCC1Sc2ccc(S(=O)(=O)CCC(=O)Nc3c(Cl)cc(OC)cc3OC)cc2NC1=O (configuration not stated),9,1,99,47,-5,-3,0,-14,-0.1
CCN(CC(=O)Nc1ccccc1C(F)(F)F)C(=O)CCOc1ccc(C)cc1,6,5,.,.,2,.,-3,12,-1.4
Cc1ccc(NC(=O)Nc2ccc(Cl)cc2)c(Br)c1,-7,3,101,-3,-3,-8,-5,-13,-4.8
COC(=O)CNC(=O)CSc1nc(N)cc(=O)[nH]1,6,3,83,28,12,-14,-6,-7,0.6
COc1ccc(C(=O)NCCCN2CCCC2=O)cc1S(=O)(=O)N1CCOCC1,.,.,.,.,6,.,2,-1,-1.6
CC(=O)c1cccc(N(CC(=O)NC2CCCCC2)C(=O)c2csnn2)c1,3,1,101,35,-1,-6,-10,-8,1.0
Clc1ccc(CON/C=N/c2ncnc3sccc23)cc1,3,3,104,-14,-2,-14,-4,-6,-1.0
CCn1cc(C(=O)OCC(=O)NCc2ccccc2Cl)c(=O)c2ccc(C)nc21,-1,0,91,-6,5,7,0,-2,0.2
Cc1csc(NC(=O)CSc2nnc(C)n2Cc2ccco2)n1,-2,1,98,15,5,-2,-1,-23,-0.2
N#Cc1cccc(NC(=O)Cn2c3[n+](c4ccc(C(F)(F)F)cc42)CCCCC3)c1,0,0,69*[inhibitor],-9,6,-1,3,0,1.0
COCCNC(=O)CN1C(=O)COc2ccc(Cl)cc21,7,6,106,-18,5,-11,0,-9,0.4
Nc1nc(NCCO)nc(N2CCCCCC2)c1[N+](=O)[O-],2,4,102,37,9,0,-9,4,-1.7
CC(C)OC(=O)CC(=O)CSc1nc2c(cc1C#N)CCCCCC2,4,-3,99,12,14,0,-4,0,0.5
O=CN1CCN(C(=O)COc2ccc(Cl)cc2Br)CC1,3,3,149*,-4,-5,-7,-3,2,-2.1
COc1cc(C2Nc3ccc4ncccc4c3C3=C2C(=O)CC(C)(C)C3)cc(OC)c1O (configuration not stated),3,3,97,12,-6,-9,-7,7,-2.4
COCCCNC(=O)CN(c1cc(Cl)ccc1OC)S(=O)(=O)c1ccc(C)c([N+](=O)[O-])c1,-1,3,97,31,7,0,-5,-37,0.8
Cc1ccc(NCc2ccccc2O)c(C)c1,5,8,100,9,-3,-6,-2,19,-0.6
Cc1c(CCC(=O)N2CCC(C(=O)O)CC2)c(=O)oc2cc3oc4c(c3cc12)CCCC4,-12,12,105,18,1,2,-1,17,-1.0
Cc1noc(C(=O)Nc2sc3c(c2C#N)CCC3)c1Cl,4,4,108,19,3,0,0,11,7.0
CCOC(=O)C1(Cc2ccc(OC)cc2)CCN(S(C)(=O)=O)CC1,1,-3,101,51,1,-13,-8,-12,0.1
O=C(NCCCNC(=O)c1cnccn1)c1ccc(Br)cc1,4,0,101,36,0,5,-7,14,-0.8
O=S(=O)(c1ccccc1)[C@@]1(c2ccccc2)C[C@@H]2ON=C(c3cccc(-c4ccccc4)c3)[C@@H]2C1,6,3,.,.,1,.,0,-12,0.7
CS(=O)(=O)N1CCN(C(=O)c2cc(-c3ccccc3)nc3ccccc23)CC1,1,3,100,11,-6,1,-6,10,-1.0
Cc1ccccc1NC(=O)c1cccc(NC(=O)c2ccccc2C(=O)O)c1,3,-1,.,.,6,.,-4,14,-1.7
Cc1ccc(S(=O)(=O)N2CCCC2CNC(=O)C(=O)NC2CC2)cc1 (configuration not stated),2,8,.,.,13,.,-3,-6,-0.1
O=C(NCC1CCCO1)C(c1cccs1)N(Cc1cccs1)C(=O)c1ccc(-c2ccccc2)[nH]1 (configuration not stated),-1,7,102,-4,-2,-4,-6,-19,13
O=C(Nc1ccccc1O)c1cc2cc(Br)ccc2oc1=O,1,6,107,39,-2,-18,-8,0,-0.6
COc1ccc2c(c1)[nH]c1c(=O)n(/N=C/c3ccc(OC)c(CN4CCCCC4)c3)cnc12,3,10,93,11,9,10,-1,13,-1.2
Cc1ccc(N(CC(=O)NC2CCCCC2C)S(=O)(=O)c2c(C)nn(C)c2C)cc1 (configuration not stated),6,3,105,34,3,7,-7,-15,-1.2
CCCCN1C(=O)C(O)(CC(=O)c2ccccc2OC)c2ccccc21 (configuration not stated),1,8,109,-1,10,4,0,3,-0.8
CC(C)(C)OC(=O)N(CCc1ccccc1)Cc1cccc(OCc2cccc(NC(=O)/C=C/c3ccccc3)c2)c1,1,.,.,.,4,.,-4,8,4.8
COc1ccc(-n2nc3c(c2NC(=O)C(C)Oc2ccccc2)CS(=O)(=O)C3)cc1 (configuration not stated),0,3,99,35,16,-18,-3,-4,-2.2
CN1/C(=N\O)c2cccc3cccc1c23,1,5,97,3,7,7,-1,-1,0.5
COc1cc(Br)c(CC2c3cc(OC)c(OC)cc3CCN2C)cc1OC (configuration not stated),5,.,.,.,-6,.,-5,-22,3.4
COc1ccc(S(=O)(=O)N2CCCCC2)cc1NC(=O)CCNC(=O)c1ccc(Br)cc1,1,9,.,.,9,.,-2,-14,1.1
CCc1nc2ccc(C(=O)N(C)CC(=O)Nc3ccc(F)c(F)c3F)cc2nc1CC,-2,.,.,.,7,.,2,5,-0.2
O=C(NCCSc1ncc(-c2ccc(F)cc2)[nH]1)c1ccco1,0,2,.,.,5,.,0,1,-1.8
CCc1noc(C)c1C(=O)N1CCN(S(=O)(=O)c2cc(C)ccc2C)CC1,0,10,101,16,-4,0,-1,-6,0.0
COc1ccc(-c2c(=O)n(OCc3ccccn3)c3ccccc3[n+]2[O-])cc1OC,4,2,98,-10,-2,4,-4,13,-1.6
CCOc1ccc(-c2nc(N)ncc2-c2ccc(OC)cc2)c(O)c1,-5,5,102,-11,-7,4,12,-45,-0.5
CCOc1cc(/C=N/NS(=O)(=O)c2ccccc2)ccc1OS(=O)(=O)c1ccc(C)cc1,4,-3,90,16,-2,5,-5,-9,-0.6
OCC1(Cc2ccc(F)cc2F)CCCN(CCCc2ccccc2)C1 (configuration not stated),-1,0,105,14,-14,-10,-4,-21,3.5
COc1ccc(OC)c(C(C)NC(=O)C(C)n2cc([N+](=O)[O-])cn2)c1 (configuration not stated),0,5,.,.,2,.,-4,11,2.0
CN(C)C(=O)c1nc2ccc(Cl)cn2c1CN1CCCC(OCc2ccccc2)C1 (configuration not stated),6,7,105,46,5,-4,-2,6,2.4
CC1CCCCN1CCNC(=O)CN1C(=O)COc2ccccc21 (configuration not stated),5,-1,107,-4,-12,-6,-2,12,-0.1

# Single records, as listed above:
# Listed for CCc1nc2ccc(C(=O)N(C)CC(=O)Nc3ccc(F)c(F)c3F)cc2nc1CC = IDE cell activ: -2; IDE inh: .; MEKK3 PB1 HTS: .; PHOSPHO1 block: .; CHRM4 PAM: 7; pCIP destab: .; GalR3 antag: 2; CRFBP-R2 block: 5; CRFR2-BP ag: -0.2
# Listed for COc1ccc(-c2c(=O)n(OCc3ccccn3)c3ccccc3[n+]2[O-])cc1OC = IDE cell activ: 4; IDE inh: 2; MEKK3 PB1 HTS: 98; PHOSPHO1 block: -10; CHRM4 PAM: -2; pCIP destab: 4; GalR3 antag: -4; CRFBP-R2 block: 13; CRFR2-BP ag: -1.6
# Listed for O=C(NCCSc1ncc(-c2ccc(F)cc2)[nH]1)c1ccco1 = IDE cell activ: 0; IDE inh: 2; MEKK3 PB1 HTS: .; PHOSPHO1 block: .; CHRM4 PAM: 5; pCIP destab: .; GalR3 antag: 0; CRFBP-R2 block: 1; CRFR2-BP ag: -1.8

# Following part.
SMILES,IDE cell activ,IDE inh,MEKK3 PB1 HTS,PHOSPHO1 block,CHRM4 PAM,pCIP destab,GalR3 antag,CRFBP-R2 block,CRFR2-BP ag
O=C(C1=C[C@@H](c2ccc(C(F)(F)F)cc2)C[C@@H](OCc2ccc(CO)cc2)O1)N1CCOCC1,0,4,106,40,9,-14,-7,-6,-0.9
COc1ccc(OC)c2sc(N(CCCN(C)C)C(=O)CCS(=O)(=O)c3ccccc3)nc12,2,3,.,.,2,.,-9,21,-2.0
COc1ccc(CC(=O)NCC(c2ccc(OC)cc2)N(C)C)cc1 (configuration not stated),5,-5,107,4,3,-4,-3,5,1.9
COc1ccc(CN2CCNC(=O)C2CC(=O)N2CCCN(C(C)=O)CC2)cc1OC (configuration not stated),9,-2,98,8,-7,5,3,9,0.0
O=C(Cc1ccc(Br)cc1)OCC(=O)N1CCOCC1,4,-3,.,.,5,.,-3,-3,-0.8
O=C(CSc1nc2ccccc2c(=O)n1-c1ccc(F)cc1)Nc1ccc(Cl)c(S(=O)(=O)N2CCOCC2)c1,-1,4,94,10,-15,-1,-1,12,-0.2
COc1ccccc1CN=Cc1[nH]c2ccc(Br)c(Cl)c2c1O,-4,0,98,8,0,-3,-4,-3,0.9
CCCCNC(=O)Nc1ccc2c(c1)N(C)C(=O)c1ccccc1S2,2,-2,95,-7,-5,8,-9,-9,2.2
COc1ccc2c(CC(=O)OCC(=O)Nc3ccc(C)cc3)coc2c1,-4,6,.,.,5,.,-5,3,0.4
O=C(NCC1CCOCC1)C1CCC(=O)N(Cc2cccc(C(F)(F)F)c2)C1 (configuration not stated),7,-4,99,19,-4,9,-5,-3,0.3
Cc1cccc(-c2nc(CN3CCN(C(=O)C4CCCO4)CC3)cs2)c1 (configuration not stated),-4,5,96,.,0,-15,0,-6,-1.2
COc1ccc2[nH]c(=O)c(CN(C(C)=O)c3ccc(C)c(C)c3)cc2c1,-4,1,97,34,1,-18,-4,-6,4.3
CC1COc2ccccc2N1C(=O)c1cccnc1Cl (configuration not stated),-1,-3,99,4,-13,-5,-4,-2,-0.8
O=c1[nH]c2ccc(Cl)cc2c(-c2ccccc2)c1N1CCN(CCO)CC1,-6,2,103,22,3,-20,3,-47,-0.2
Cc1nn(C)c(C)c1NC(=O)COc1ccccc1C#N,2,5,.,.,0,.,-5,-6,0.7
COc1ccccc1CNC(=O)C1CCC(CNS(=O)(=O)c2ccc(C)cc2)CC1 (configuration not stated),1,0,109,34,-6,-6,-12,-6,-0.7
CCOC(=O)CCNC(=O)N1CCCC(N(C)CCc2ccccc2)C1 (configuration not stated),7,3,101,25,0,-14,-8,-4,-1.0
O=C(O)c1ccc2nc(-c3ccccc3)c(-c3ccccc3)nc2c1,1,7,97,-12,9,-2,-12,19,-1.3
O=C(Nc1ccccc1F)Nc1cc(S(=O)(=O)N2CCOCC2)ccc1N1CCCC1,6,-13,102,-15,4,-2,1,-7,-0.8
CCC1CN(C(=O)N2CCC(C(=O)NCc3ccc(F)cc3)CC2)c2ccccc2O1 (configuration not stated),6,1,102,38,-6,-8,2,10,-0.8
Cc1occc1C(=O)N1CCN(c2ccc([N+](=O)[O-])cc2)CC1,4,4,102,17,-7,-12,-3,-4,-0.5

# Screens as filed in PubChem.

# No enrichment for hits; any-hit rate near 4.2%.
